Bioassay records deposited in PubChem BioAssay by National Center for Advancing Translational Sciences (NCATS).
TDP1 cell CPT = growth inhibition of DT40 Tdp1-/-;hTDP1 cells with camptothecin (screen for TDP1 inhibitors). chicken DT40 Tdp1-/-;hTDP1 cells + 20 nM CPT, ATP luminescence, 48 h. Potency, µM (doses to about 46.2 µM), for the others: at the top dose activity change, negative = growth inhibition, actives largely listed as inhibitors. hit rate 12% among 420,000; note: nearly all actives have a fitted effect of over 55% in size
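Chicken DT40 Tdp1-/- cells complemented with human TDP1, 400 cells/well, exposed to compounds plus 20 nM camptothecin for at least 48 h at 37 C; viability read as ATP content by CellTiter-Glo luminescence.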
GCN5L2 inh = inhibitors of human GCN5L2 histone acetyltransferase; Potency, µM (titrated, usually from 58.9 µM), inactives show top-dose activity change, negative = inhibition, hits mostly inhibitors; GCN5L2 HAT assay, ThioGlo1 CoA-SH fluorescence; hit rate 0.21% among 390,000; Q92830
Target sequence (Q92830 whole entry, looked up): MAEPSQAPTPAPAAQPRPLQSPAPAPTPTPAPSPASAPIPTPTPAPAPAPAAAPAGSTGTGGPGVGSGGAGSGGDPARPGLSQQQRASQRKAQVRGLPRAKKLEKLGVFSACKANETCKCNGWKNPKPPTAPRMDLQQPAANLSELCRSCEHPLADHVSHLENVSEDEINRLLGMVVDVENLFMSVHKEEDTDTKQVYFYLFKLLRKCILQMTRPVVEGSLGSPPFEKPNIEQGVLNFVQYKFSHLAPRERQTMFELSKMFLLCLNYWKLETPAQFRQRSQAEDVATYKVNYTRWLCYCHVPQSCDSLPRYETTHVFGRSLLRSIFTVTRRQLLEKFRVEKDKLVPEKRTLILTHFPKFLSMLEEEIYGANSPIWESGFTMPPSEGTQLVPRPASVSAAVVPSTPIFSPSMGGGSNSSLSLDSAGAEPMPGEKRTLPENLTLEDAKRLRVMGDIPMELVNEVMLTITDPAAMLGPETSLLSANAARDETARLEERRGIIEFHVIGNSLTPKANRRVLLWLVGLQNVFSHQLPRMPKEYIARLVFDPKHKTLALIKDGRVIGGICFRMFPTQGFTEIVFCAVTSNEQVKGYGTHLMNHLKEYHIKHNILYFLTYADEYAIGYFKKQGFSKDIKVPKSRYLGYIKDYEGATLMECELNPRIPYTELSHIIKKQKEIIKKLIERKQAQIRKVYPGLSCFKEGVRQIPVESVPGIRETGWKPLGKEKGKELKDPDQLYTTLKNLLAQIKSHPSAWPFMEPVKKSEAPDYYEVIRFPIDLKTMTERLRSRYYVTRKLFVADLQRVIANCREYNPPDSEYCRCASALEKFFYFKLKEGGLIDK
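qHTS, 1536-well. 20nM enzyme, pH 7.5 HEPES/EDTA/Tween-20 buffer; 15 min compound preinc., RT. Start: 75uM H3(1-25), 70uM AcCoA, 50uM ThioGlo1. Read Ex340/Em540 at t=0 (autofluorescence flag) and t=20 min.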
TDP1 cell noCPT = qHTS for Inhibitors of human tyrosyl-DNA phosphodiesterase 1 (TDP1): qHTS in cells in absence of CPT; hit rate 15% among 420,000; Potency, µM (top dose mostly 46.2 µM), for inactives: at the top dose activity change, negative = growth inhibition, usual class: inhibitors; DT40 Tdp1-/- hTDP1 cells, no CPT, ATP luminescence, 48 h; AID 686978, 2013; note: nearly all actives have a fitted effect of over 55% in size
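Chicken DT40 Tdp1-/- cells complemented with human TDP1, screened without camptothecin (DMSO vehicle only), 400 cells/well. Compounds pin-transferred, cells incubated at 37 °C for at least 48 hr. Growth read as ATP-dependent luminescence (CellTiter-Glo, 30 min at RT).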
Active calls of the source: *; ? = inconclusive; . = no result given; & = joins results of further samples; [ ] = another dose, or the depositor's remark. Calls come from the whole dose curve; as a rule, active = well fitted curve in the direction sought with a large enough effect; inconclusive = small, poorly fitted or top-dose-only effect, or another doubt; inactive = no such curve, though single readings can be large; an effect the other way counts as inactive or inconclusive. % is set by controls: 0 for no effect and ±100 for the full control effect; potency is the fitted concentration of half-maximal effect.

smiles | TDP1 cell CPT | GCN5L2 inh | TDP1 cell noCPT
CC(C)C[C@H]1COCCS(=O)(=O)N1Cc1cccc(C(F)(F)F)c1 | -14% | . | ?
Cc1cc(C)c(S(=O)(=O)N(C)CC(=O)NCCN2CCOCC2)c(C)c1 | -1% | -6% | -21%
COc1ccccc1NC(=O)Nc1nnc([C@@H]2C[C@H](O)[C@@H](CO)O2)s1 | -10% | . | 6%
S=c1[nH]nc(CCc2nc3ccccc3[nH]2)n1-c1cccc(Cl)c1 | -1% | -3% | -7%
C[C@H](CO)N1C[C@H](C)[C@@H](CN(C)Cc2ccncc2)Oc2ccc(NC(=O)CCCCCC(=O)Nc3ccccc3N)cc2C1=O | -13% | 0% | -6%
CC(C)(C)c1nc2c(s1)CCc1onc(-c3ccc(Cl)cc3)c1-2 | 6% | 1% | 1%
N#CCCN(Cc1ccccc1)C(=S)Nc1ccc(F)cc1 | -8% | 1% | -18%
COc1ccccc1-c1cc(C(F)(F)F)nc(S(=O)(=O)CCCC(=O)Nc2ccccc2F)n1 | 2.6µM* | -3% | 2.6µM*
COc1cc(/C=C/C(=O)OCC(=O)Nc2cc(C(F)(F)F)ccc2N2CCOCC2)ccc1O | ? | -3% | ?
COc1ccc([C@H]2C[C@H](O)[C@@H](n3cc(-c4ccc(F)cc4)nn3)CN2C(=O)C2CCCCC2)cc1 | 7% | . | -2%
O=C(COC(=O)COc1ccccc1)NC1CCCc2ccccc21 (configuration not stated) | -7% | -4% | -14%
O=c1cc(CN2CCN(S(=O)(=O)c3ccccc3[N+](=O)[O-])CC2)nc2sccn12 | ? | -2% | -28%
CCc1nc(NCCCn2ccnc2)c2oc3ccccc3c2n1 | ? | -1% | ?
CC(C)NC(=S)N1CCN(C/C=C/c2ccccc2)CC1 | -3% | -10% | -25%
CCOC(=O)/C(C#N)=C1\Nc2ccccc2N=C1N(CC(C)C)CC(C)C | ? | -2% | 18µM*
COc1ccc(S(=O)(=O)N2CCOCC2)cc1C(=O)NC1CCCCCC1 | -11% | 2% | ?
COC(=O)c1c(NS(=O)(=O)c2ccc3ccccc3c2)sc2c1CCCC2 | -1% | -6%[0.501 µM] | -9%
CSc1c(CC(=O)Nc2ccccc2Cl)n(Cc2ccccc2)c2ccccc12 | ? | ? | ?
COc1ccc(/C=N/NC(=O)C2(C)NC(C)(C)Cc3ccccc32)cc1 (configuration not stated) | 0% | -1% | 0%
Cc1ccc2c(c1)N(CCC(=O)NC1CCCCC1C)C(=O)CO2 (configuration not stated) | -1% | 0% | 1%
CN1CCN(c2ncc3nc(CCc4ccccc4)c(=O)n(Cc4ccc(F)cc4)c3n2)CC1 | ? | -13% | 15µM*
Cc1c(C(=O)N2CCCCC2)sc2ncnc(NCCc3ccccn3)c12 | ? | . | ?
CCOC(=O)Cn1c(-c2cccs2)cc2cc(Cl)ccc21 | -22% | -5% | -28%
O=C(Nc1cc(-c2nc3ccccc3o2)ccc1Cl)c1cccc2c(Cl)cccc12 | ? | -5% | -22%
O=C(Nc1ccc(F)c(Cl)c1)c1cc(C2CCCN(S(=O)(=O)c3ccccc3)C2)on1 (configuration not stated) | ? | . | ?
CCOc1ccccc1Nc1nc(N)nc(CN(C)C2CCCCC2)n1 | ? | -2% | ?
COc1ccc(NS(=O)(=O)c2cccc(C(=O)Nc3cccc(C(=O)O)c3)c2)cc1 | -18% | -9% | 5%
O=C(O)CC1S/C(=N\N=C2CCCCCCC2)N(c2ccccc2)C1=O (configuration not stated) | 15% | -12% | -11%
OCC1OC(n2cnc3c(SCc4ccccc4)nc(NO)nc32)C(O)C1O (configuration not stated) | -3% | . | ?
N/C(CC(=O)Nc1cccc(C(F)(F)F)c1)=N/O | 4% | -7% | -10%
COc1ccc(Cl)cc1NC(=O)N1CCC(C)CC1 | -11% | -11% | ?
CCCNC(=O)CS(=O)Cc1nc(-c2ccc(OC)cc2)oc1C (configuration not stated) | -22% | -9% | -26%
O=C(CN1C(=O)c2cccnc2Oc2ccc(Cl)cc21)NC1CCCC1 | -16% | -4% | 15µM*
COc1ccccc1NS(=O)(=O)c1cccc(C(=O)N2CCN(C/C=C/c3ccccc3)CC2)c1 | 21µM* | -27% | 21µM*
CCOC(=O)CN1C(c2ccccc2O)Nc2ccc(Br)cc2C1c1ccccc1 (configuration not stated) | -3% | 14% | ?
CCN(Cc1ccncc1)C(=O)Cc1cccs1 | 2% | -1% | 3%
CCCCn1c(N)c(N(CCOC)C(=O)CCCc2cccs2)c(=O)[nH]c1=O | 7% | -5% | -4%
Cc1ccc(C(=O)N2CCC(C(=O)NCc3cccnc3)CC2)cc1 | -3% | 0% | -23%
O=C(Nc1nncs1)C1CC(=O)N(C2CCCC2)C1 (configuration not stated) | 11% | 3% | 13%
O/N=C\c1cnc(N2CCN(c3ccccc3)CC2)s1 | 12% | -25% | -4%

Five structures from above, sorted by SMILES length, lowest first:
smiles | TDP1 cell CPT | GCN5L2 inh | TDP1 cell noCPT
COc1ccc(Cl)cc1NC(=O)N1CCC(C)CC1 | -11% | -11% | ?
Cc1ccc2c(c1)N(CCC(=O)NC1CCCCC1C)C(=O)CO2 (configuration not stated) | -1% | 0% | 1%
Cc1c(C(=O)N2CCCCC2)sc2ncnc(NCCc3ccccn3)c12 | ? | . | ?
O=C(CN1C(=O)c2cccnc2Oc2ccc(Cl)cc21)NC1CCCC1 | -16% | -4% | 15µM*
COC(=O)c1c(NS(=O)(=O)c2ccc3ccccc3c2)sc2c1CCCC2 | -1% | -6%[0.501 µM] | -9%

(list continues)
smiles | TDP1 cell CPT | GCN5L2 inh | TDP1 cell noCPT
CC(=O)Nc1cc(-c2ccc(N3CCN(C)CC3)cc2)cn2c(-c3ccccc3)cnc12 | 21µM* | . | 16µM*
CC(C)c1ccc(CN(Cc2ccco2)c2cnc(S(C)(=O)=O)nc2C(=O)Nc2ccccc2)cc1 | 18µM* | -13% | 12µM*
COc1ccc(-c2nnc3c4ccccc4c(C)nn23)cc1S(=O)(=O)N1CCN(CCO)CC1 | ? | -12% | ?
CN1C(=O)C2C(c3ccc(N(C)C)cc3)NN(Cc3ccccc3)C2C1=O (configuration not stated) | 2% | -4% | -8%
Cc1c(NS(=O)(=O)c2ccc(C(=O)NCc3ccccc3)cc2)c(=O)n(-c2ccccc2)n1C | -10% | -8% | ?
O=S(=O)(NCc1ccccc1Cl)c1ccc(-c2cnc(C3CC3)o2)cc1 | 3.7µM* | 13% | 2.9µM*
CC(C)(C)NC(=O)COc1ccc2oc3c(c2c1)CCCC3 | -15% | -4% | ?
O=C(CN1CCN(c2ccccc2)CC1)Nc1ccc2c(c1)CCC2 | 0% | -12% | 13%
COc1ccc(-n2c(-c3ccc(Cl)cc3)cc3c2CC(C)(C)CC3=O)c(OC)c1 | 23µM* | -6% | 18µM*
O=C1NC[C@H](CCCCN2C[C@H](Cc3ccccc3)N(CCC3CCCCC3)C(=O)C2=O)N(Cc2ccccc2)C1=O | ? | . | ?
CCN(C(=O)c1cc2c(C)nc3ccccc3c2o1)c1cc(Cl)ccc1OC | 5.2µM* | -2% | 4.6µM*
COC(=O)c1ccccc1NC(=O)c1cc(-c2cccs2)on1 | -2% | 3.2µM* | -1%
COCCCNCc1cc(C)n(-c2cc(S(=O)(=O)N3CCOCC3)ccc2N2CCCC2)c1C | ? | . | ?
COc1cc(/C=C/C(=O)c2c(O)cc(C)oc2=O)cc(OC)c1O | ? | 0%&-3% | ?
O=C(CSc1ccc2nnc(-c3cccc(F)c3)n2n1)NCc1ccco1 | 4% | -20% | -10%
O=C(CSc1ncn[nH]1)NCCC(c1ccccc1)c1ccccc1 | -20% | -10% | ?
COc1ccc(-c2nc3c(c(SCc4ccc(Br)cc4)n2)Cc2c(CO)cnc(C)c2O3)cc1 | ? | -1% | 4.1µM*
Cc1ccc(NC(=O)Nc2ccc(Cl)c(Cl)c2)nc1 | -16% | -2% | -2%
CCc1c(C)nc2cc(-c3ccc(Cl)cc3)[nH]n2c1=O | 3.7µM* | ? | 2.3µM*
CC(OC(=O)c1ccncc1)C(=O)NC1CCCC1 (configuration not stated) | 11% | 1% | 18%
O=S(=O)(Nc1ccc(-n2cccc2)cc1)c1ccc(F)cc1 | -7% | -4% | ?
N#Cc1c2n(c3c(=O)n(Cc4ccccc4Cl)cnc13)CCCCC2 | 18µM* | 0% | ?
Cc1ccc(CNC(=O)CCn2cc(-c3ccc(C)cc3)nc2CCN)cc1 | ? | -13% | ?
CSCCC(NC(=O)c1ccccc1Br)C(=O)NNC(=O)c1ccco1 (configuration not stated) | ? | 2% | -3%
CCCN1CCC(NC(=S)Nc2ccc([N+](=O)[O-])cc2)CC1 | ? | -22% | ?
Cc1ccc(NC(=O)Cn2cccc2)cc1 | -9% | -1% | 3%
Cc1ccc(S(=O)(=O)N2CCOCC2)cc1NC(=O)COC(=O)/C=C/c1ccc(F)cc1 | ? | -3% | ?
O=C(NCc1ccc(OC(F)(F)F)cc1)C1CC(c2ccc(C(F)(F)F)cc2)=NO1 (configuration not stated) | ? | . | ?
Cc1ccc(C2=NN(C(=O)c3ccco3)C(O)(C(F)(F)F)C2)cc1 (configuration not stated) | ? | -3% | ?
COCCC(=O)N1CCCC(C(=O)c2ccc(Oc3ccccc3)cc2)C1 (configuration not stated) | -29% | 1% | 21µM*
Cc1ccc(NC(=S)N(CCN2CCOCC2)Cc2cc3cc4c(cc3[nH]c2=O)OCCO4)cc1 | ? | -1% | ?
COC(=O)CSc1nc(C)c(C(=O)Nc2ccccc2C)c(-c2ccc(Cl)cc2)c1C#N | ? | ? | ?
CCOc1ccccc1C(=O)Nc1ccc(-n2nncc2C(C)(C)C)cc1 | 21µM* | -13% | 15µM*
CC(C)c1ccccc1NC(=O)COC(=O)CCN1C(=O)/C(=C\C=C\c2ccccc2)SC1=S | -3% | 2% | ?
N#Cc1ccccc1NC(=O)C(=O)NCC(c1cccnc1)N1CCN(c2ccccc2)CC1 (configuration not stated) | ? | -10% | -18%
CN1CCN(S(=O)(=O)c2cccc([N+](=O)[O-])c2)CC1 | -13% | . | 0%
COc1ccccc1-c1n[nH]c2c1[C@H](C)CC[C@H]2C(C)C | ? | -3% | ?
N#Cc1nc(COc2ccc(Cl)cc2)oc1N1CCN(Cc2ccccc2)CC1 | ? | -15% | ?
COc1cc2c(cc1OC)C(c1ccccc1O)NCC2 (configuration not stated) | -6% | -14% | -17%
CCNC(=O)CC1SC(=Nc2cccc(Cl)c2C)N(C)C1=O (configuration not stated) | -4% | -2% | -15%

Part of the list above, with two lines to a compound.
The line under a structure holds: TDP1 cell CPT, GCN5L2 inh, TDP1 cell noCPT
> COc1cc2c(cc1OC)C(c1ccccc1O)NCC2 (configuration not stated)
 : -6%, -14%, -17%
> COCCC(=O)N1CCCC(C(=O)c2ccc(Oc3ccccc3)cc2)C1 (configuration not stated)
 : -29%, 1%, 21µM*

Additional results:
smiles | TDP1 cell CPT | GCN5L2 inh | TDP1 cell noCPT
CCOC(=O)C1=NOC(Cn2cc(C#N)c(=O)n(C)c2=O)C1 (configuration not stated) | 2% | -5% | -2%
Cc1cccc(C)c1NC(=O)CSc1nnc(Cc2ccccc2)o1 | -16% | 0% | -12%
CCOC(=O)C1(CC2CC2)CCN(C(=O)c2cc(C3CC3)nc3ccccc23)CC1 | ? | -23% | 23µM*
CCC(CC)c1nnc(NC(=O)CCc2ccc(OC)cc2)s1 | -17% | ? | ?
O=C(c1ccc2c(c1)OCO2)[C@@H]1[C@@H]2C(=O)N(C3CCCCC3)C(=O)[C@@H]2C2c3ccccc3C=CN21 (some centres not stated) | ? | -9% | 16µM*
Cc1ccc(S(=O)(=O)N2CCN(c3nc(-c4cccs4)nc4ncccc34)CC2)cc1 | ? | . | ?
Cc1c(C(=O)N2CCN(S(=O)(=O)c3ccccc3)CC2)oc2ccc(Br)cc12 | -9% | -10% | ?
O=C(C[N+]1(CCO)CCOCC1)c1ccc(F)c2ccccc12 | -117% | . | ?
O=c1[nH]c(COc2ccc(Cl)cc2Cl)nc2ccccc12 | -15% | 2% | 4%
O=C(/C=C/c1ccc([N+](=O)[O-])cc1)NCC1CCCO1 (configuration not stated) | -11% | -7% | -9%
Cc1ccc(NC(=O)CCCc2c[nH]c3ccccc23)nc1 | 0% | 2% | 1%
C[C@@H]1CN([C@@H](C)CO)C(=O)CCCn2cc(nn2)CO[C@H]1CN(C)S(=O)(=O)c1ccccc1 | -10% | . | ?
CCN(CC)S(=O)(=O)c1ccc(C)c(NC(=O)Cn2cnc3cc([N+](=O)[O-])ccc3c2=O)c1 | ? | -8% | ?
Cc1cc(C(C)(C)C)cc(S(=O)(=O)Nc2ccc(C(=O)O)cc2)c1C | 19% | -1% | -1%
